# From PubChem
# TCR-CD3 inh – inhibitors of human TCR-CD3 interaction; inhibition, % at 9.4 µM; TAMRA-labeled TCR probe fluorescence, biochemical; actives 0.37% (n = 360,000); in the data active = inhibition above about 19%;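 note: recombinant mutant TCR 2C K166C tagged with TAMRA read by polarization; 0% = receptor in buffer alone and 100% = receptor with positive control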
# mABHD4 FP – inhibits mouse alpha/beta hydrolase domain 4; Q8VD66; purified mABHD4, FP-Rh probe fluorescence polarization; inhibition, % at 8.92 µM; actives 0.54% (n = 370,000);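 active = inhibition exceeding the mean over every tested compound plus 3 SD, cut at about 30% in these data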;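 note: 0% = plate median of compound wells and 100% = S159A mutant with DMSO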
# Target sequence (Q8VD66 whole entry, looked up, the tested form may be a part): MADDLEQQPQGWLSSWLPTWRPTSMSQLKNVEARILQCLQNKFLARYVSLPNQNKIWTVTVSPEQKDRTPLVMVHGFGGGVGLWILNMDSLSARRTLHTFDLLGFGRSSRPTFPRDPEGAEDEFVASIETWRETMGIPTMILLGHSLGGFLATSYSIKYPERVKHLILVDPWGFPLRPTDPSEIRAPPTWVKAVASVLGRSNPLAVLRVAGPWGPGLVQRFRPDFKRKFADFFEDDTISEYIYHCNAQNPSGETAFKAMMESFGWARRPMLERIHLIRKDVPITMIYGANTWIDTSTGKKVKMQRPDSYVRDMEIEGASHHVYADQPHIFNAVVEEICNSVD
#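 Assay system: mABHD4 protein; medium: HEPES pH 7.0, NaCl, Pluronic buffer; dosing: 8.92 µM, single dose; schedule: 45 min + 60 min at 25 °C; signal: FP readout, ex 525 nm / em 598 nm; read-out: normalized percent inhibition of probe labeling; repeats: single replicate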
# rCAG binder – r(CAG) repeat RNA binding; TO-PRO-1 dye displacement fluorescence; inhibition, % at 3 µM; actives 1.3% (n = 370,000); AID 651821;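 active = inhibition above the plate cutoff, the mean of all test compounds on that plate plus 3 SD, cut at about 35% in these data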;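 note: 0% = DMSO alone and 100% = 100 µM mitoxantrone as full dye displacement; higher means more dye released from RNA so lower well fluorescence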
# HTRA1 inh – HTRA1 (human) protease inhibition; recombinant HTRA1, FP-rhodamine activity-based probe, fluorescence polarization; inhibition, % at 5.96 µM; actives 0.5% (n = 340,000); in the data active = inhibition above about 36%;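 note: 0% = enzyme with DMSO and 100% = wells lacking enzyme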
# TDP2 absorb – TDP2 (human) inhibition, absorbance primary screen. actives 0.34% (n = 370,000). AID 720702. recombinant TDP2, T5PNP hydrolysis, p-nitrophenol absorbance 415 nm. inhibition, % at 12.8 µM. O95551;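 active = inhibition above the mean of all tested compounds plus 3 SD, set per campaign, cut at about 25% in these data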;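 note: 0% = DMSO with enzyme and 100% = buffer with substrate but no TDP2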
#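 Assay system: recombinant human TDP2 / Reagent: T5PNP substrate at 5 mM, a TopII-DNA adduct mimic / Measured by: epi absorbance from released p-nitrophenol / Evaluation: % inhibition relative to enzyme-containing and enzyme-free wells / Control set: enzyme-free and DMSO wells / Replicates: each compound tested once, singlicate / Schedule: enzyme reaction with compound for 2 h at 37 °C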
# PRMT1 FP inh – PRMT1 (human) inhibition, primary screen. Q99873. recombinant PRMT1, activity-based probe fluorescence polarization. inhibition, % at 2.79 µM. actives 1.3% (n = 370,000);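 active = inhibition above about 21% made by adding two undisclosed values, limit read from the data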
# LEDGF integ inh – blocks HIV-1 LEDGF/p75-dependent DNA integration; inhibition, % at 3.7 µM; actives 0.64% (n = 370,000); TR-FRET IN-LEDGF/p75 DNA integration, Eu/Cy5;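 active = inhibition above the screen-wide mean plus 3 SD, cut at about 13% in these data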;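 note: signal is the Cy5 over europium emission ratio at 671 and 618 nm; 0% = plate median of compound wells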
# SIAE inh – blocks human sialic acid acetylesterase | inhibition, % at 9.66 µM | Q9HAT2 | AID 1053197 | actives 0.69% (n = 370,000) | SIAE FP-Rh probe binding, fluorescence polarization;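 active = inhibition above a cutoff: mean of compounds within the control limits plus 3 SD of those, cut at about 17% in these data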;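 note: 0% = plate median of compound wells and 100% = probe without SIAE protein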
# NPR2 activator – GC-B (human) receptor activation. P20594. HEK293-GC-B cells, CNP EC30, cGMP TR-FRET; 0% at EC30 CNP, 100% saturating CNP. activation, % at 10 µM. actives 0.11% (n = 370,000). AID 1920062;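 active = activation at 10 µM reaching about 35% in either raw or pattern-adjusted values, limit read from the data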
# MBD2 inh – blocks human MBD2 binding to methylated DNA. Q9UBB5. actives 0.31% (n = 370,000). AID 686964. inhibition, % at 4.4 µM. TR-FRET, MBD2 binding to methylated oligonucleotide; in the data active = inhibition above about 13%
# Target sequence (Q9UBB5 whole entry, looked up): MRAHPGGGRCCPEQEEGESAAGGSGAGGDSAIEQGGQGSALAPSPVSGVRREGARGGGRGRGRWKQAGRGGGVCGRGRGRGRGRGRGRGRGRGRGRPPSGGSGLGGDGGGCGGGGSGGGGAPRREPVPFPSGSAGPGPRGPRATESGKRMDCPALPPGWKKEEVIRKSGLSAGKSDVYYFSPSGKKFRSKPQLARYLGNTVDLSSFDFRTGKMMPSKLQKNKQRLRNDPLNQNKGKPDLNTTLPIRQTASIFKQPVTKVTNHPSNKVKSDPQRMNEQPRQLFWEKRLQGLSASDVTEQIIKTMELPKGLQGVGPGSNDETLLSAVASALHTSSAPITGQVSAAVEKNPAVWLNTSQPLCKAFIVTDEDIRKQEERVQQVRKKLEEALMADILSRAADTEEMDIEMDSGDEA
# An asterisk follows results filed as active; . = no result given.
SMILES,TCR-CD3 inh,mABHD4 FP,rCAG binder,HTRA1 inh,TDP2 absorb,PRMT1 FP inh,LEDGF integ inh,SIAE inh,NPR2 activator,MBD2 inh
C[C@@H]1COc2cccc(N3CCC[C@H]3CO)c2S(=O)(=O)N1,7,0,0,.,2,-6,2,8,-6,6
O=C(O)CCS(=O)(=O)Cc1cccc(Cl)c1,3,-1,-2,1,-2,-3,-1,-8,5,3
O=C(Nc1ccccc1)C(=O)c1cn(CC(=O)N2CCCCC2)c2ccccc12,2,-6,5,-11,-12,1,1,2,5,-8
O=C1CCCCC1Sc1nnc(Cc2cccs2)n1CCc1ccccc1 (centres undefined),3,8,-4,-12,-1,3,1,4,-5,-6
CC(C)[C@H](NC(=O)[C@H]1N2C(=O)c3ccccc3C2SC1(C)C)C(=O)NCc1ccco1 (some centres undefined),3,-11,9,-8,7,6,9,6,6,0
CC(C)Oc1ccc(C2CNC(=O)C2)cc1 (centres undefined),3,0,2,0,2,-2,6,-6,5,1
COc1ccccc1-n1nc(C(=O)O)c2ccccc2c1=O,-5,6,0,-4,12,2,-2,0,-2,0
C/C(=N/NC(=O)c1ccccc1)c1ccc(NC(=O)C(F)(F)F)cc1,3,-8,4,2,-15,-4,0,-7,5,-5
CCOC(=O)N1CCN(c2cc(N(C)CCO)c([N+](=O)[O-])c3nonc23)CC1,6,0,0,3,1,0,4,5,-2,-17
O=C(Nc1cccc(S(=O)(=O)NC2=NCCC2)c1)c1c(F)cccc1Cl,3,-5,0,-6,24,-4,2,2,5,3
CCCNS(=O)(=O)c1ccc(OCC(=O)Nc2ccccc2F)cc1,-3,-5,-1,0,-5,-1,1,-1,-6,-6
CN(C)C(=O)CSc1nnc2sc3ccccc3n12,3,-5,-1,1,0,-2,-1,4,8,3
Cc1ccc(CN2CCNC(=O)C2CC(=O)NCCCn2ncc3ccccc32)o1 (centres undefined),7,-1,1,11,-4,-1,4,2,0,-5
O=C(Nc1ccc2ccccc2c1)C(c1ccccc1)n1c(=O)c(-c2cc3ccccc3[nH]2)nc2ccccc21 (centres undefined),0,-63,22,.,-4,-6,-1,-39,-1,2
Cc1nc(NC(=O)c2ccccc2)sc1-c1cc(C(=O)NCCO)nn1Cc1ccccc1,-5,-3,1,.,5,4,0,-1,-4,-8
CNC(=S)Nc1cc2oc3ccccc3c2cc1OC,3,7,5,-2,1,-5,0,13,4,1
CSc1ccc(C(c2c(C)[nH][nH]c2=O)c2c(C)[nH][nH]c2=O)cc1,-10,-9,8,3,19,-2,13,9,1,-7
Cc1nn(-c2ccc(F)cc2)c(Cl)c1/C=N/NC(=O)c1ccc(O)cc1,2,-5,-2,-13,7,1,1,-4,-1,-1
O=C(CN1CCOCC1)N/N=C/c1cc2ccccc2nc1Cl,1,-3,2,1,4,-2,-3,2,-1,-4
COc1ccc(CCNC(=O)CCC(=O)N2CC(C)Oc3ccc(Cl)cc32)cc1OC (centres undefined),0,-17,-2,0,0,7,-4,-2,2,9
COC(=O)Nc1ccc(C)cc1NC(=O)OC,0,9,1,6,-5,4,0,12,1,-3
O=C(CN1C(=O)/C(=C/c2ccccc2F)Sc2ccccc21)N1CCN(c2ccccn2)CC1,1,3,3,-10,5,-1,0,0,1,5
CCc1noc(C)c1C(=O)NCCc1ccc(Cl)cc1,4,-2,-5,2,-3,-3,2,-3,-1,-1
CNC(=O)CS(=O)(=O)CC(=O)Nc1cc(OC(C)C)c(Cl)cc1Cl,1,3,1,5,-8,-1,0,-7,-6,-1
COc1cccc(-c2nnn(CCc3nn[nH]n3)n2)c1,3,-3,0,-4,4,0,-1,-3,2,0
COc1cc(-c2noc(CCC(=O)Nc3cccnc3)n2)cc(OC)c1OC,2,-1,0,-2,-15,-2,-1,-11,0,2
COc1cc(NC(=O)CNC(=O)Cn2c(C)cc3ccccc3c2=O)cc(OC)c1OC,7,0,-1,0,3,-1,0,6,4,-3
CCc1ccc2[nH]c(=O)c(C(c3nnnn3Cc3ccccc3)N3CCOCC3)cc2c1 (centres undefined),2,3,-2,-2,-8,-2,0,6,2,-3
C[C@H](NS(=O)(=O)c1ccc(F)cc1)C(=O)OCC(=O)c1c(N)n(C)c(=O)n(C)c1=O,2,5,3,1,-3,2,0,8,4,1
O=C(CCc1ccccc1)NNC(=S)NCCc1ccccc1,5,3,0,-1,-2,-1,-4,2,2,-7
O=C(CN1CCN(Cc2ccccc2)CC1)Nc1ccccc1-c1ccccc1,5,-2,-7,-8,-1,1,-4,-5,1,-1
CCOC(=O)C1=NOC2C3CC(C12)C1C(=O)N(CCc2ccc(OC)c(OC)c2)C(=O)C31 (centres undefined),4,-5,-3,0,-13,-2,2,3,-2,-1
COC(=O)C1(Cc2ccc(O)c(CC3OC3(C)C)c2)OC(=O)C(O)=C1c1ccc(O)cc1 (centres undefined),-3,-2,14,2,-11,10,-3,-3,-16,6
[O-]/C(=C(\C(=S)Nc1ccc(SC(F)F)cc1)[n+]1cccc(CO)c1)c1ccc(Cl)s1,6,-2,23,-3,-6,8,11,12,-2,0
O=C1CN(C(=O)COC(=O)c2cnc(Cl)c(Cl)c2)c2ccccc2N1,-5,-3,-1,3,-10,7,-5,-4,0,7
Cc1c(Cl)cccc1NC(=S)NCc1ccc(Cl)cc1,8,2,5,-7,4,-2,3,3,7,-5
COc1c(C)cc(C(=O)C2CCCN(C(=O)c3cc(C)on3)C2)cc1C (centres undefined),6,-1,-8,-5,3,-2,0,0,-7,3
CC12COC3(C(=O)Nc4ccc5ccccc5c4)CC1CCC32C (centres undefined),-1,5,-2,-17,6,-1,1,3,-5,2
CN1CCN(c2nc(-c3ccncc3)nc3ccccc23)CC1,5,-2,-4,-1,4,2,0,0,-30,1
O=C(NC1CCCCCC1)C1CCN(C(=O)c2cccc(Cl)c2)CC1,-4,3,-5,4,9,-1,-2,0,-2,1

# Profiles, quoted from the list.
# `O=C(NC1CCCCCC1)C1CCN(C(=O)c2cccc(Cl)c2)CC1` is entered as TCR-CD3 inh = -4; mABHD4 FP = 3; rCAG binder = -5; HTRA1 inh = 4; TDP2 absorb = 9; PRMT1 FP inh = -1; LEDGF integ inh = -2; SIAE inh = 0; NPR2 activator = -2; MBD2 inh = 1
# `Cc1c(Cl)cccc1NC(=S)NCc1ccc(Cl)cc1` is entered as TCR-CD3 inh = 8; mABHD4 FP = 2; rCAG binder = 5; HTRA1 inh = -7; TDP2 absorb = 4; PRMT1 FP inh = -2; LEDGF integ inh = 3; SIAE inh = 3; NPR2 activator = 7; MBD2 inh = -5
# `[O-]/C(=C(\C(=S)Nc1ccc(SC(F)F)cc1)[n+]1cccc(CO)c1)c1ccc(Cl)s1` is entered as TCR-CD3 inh = 6; mABHD4 FP = -2; rCAG binder = 23; HTRA1 inh = -3; TDP2 absorb = -6; PRMT1 FP inh = 8; LEDGF integ inh = 11; SIAE inh = 12; NPR2 activator = -2; MBD2 inh = 0

# Next section.
SMILES,TCR-CD3 inh,mABHD4 FP,rCAG binder,HTRA1 inh,TDP2 absorb,PRMT1 FP inh,LEDGF integ inh,SIAE inh,NPR2 activator,MBD2 inh
CN1CCN(CCc2nc3cc(NC(=O)COc4ccccc4)ccc3n2C)CC1,5,3,-9,9,-4,-1,0,2,3,4
Cc1cc2c(cc1S(=O)(=O)C(C)CC(=O)NCc1ccco1)OCC(=O)N2 (centres undefined),-1,-3,0,1,5,1,1,-11,-5,-2
CC(C)c1ccc(NC(=S)NN2C(C)CCCC2C)cc1 (centres undefined),-4,19,-8,.,-4,15,-3,1,3,2
C(#CC1CCCCC1)c1ccc2c(c1)COc1c3ccccc3nn1-2,3,-1,4,-7,-6,-1,3,-2,-1,-2
Cc1ccc(NC(=O)C(C)OC(=O)C2CC3CCCC(C2)C3=O)cc1S(=O)(=O)N1CCOCC1 (centres undefined),3,-2,17,-8,1,-5,2,0,-2,2
Cc1ccc(C)c(C(C)NC(=O)C2CC=CCC2C(=O)O)c1 (centres undefined),0,1,0,3,2,3,-1,7,5,6
CC1(c2ccccc2)NC(=O)N(CC(=O)Nc2cc(Cl)ccc2N2CCOCC2)C1=O (centres undefined),-2,-1,0,0,-7,3,0,2,-20,-6
Cc1onc(-c2c(F)cccc2Cl)c1C(=O)OCN1C(=O)c2ccccc2C1=O,6,-3,-2,33,-2,2,3,1,-6,-1
CCN(CC)CCCNc1ncnc2scc(-c3ccc(F)cc3)c12,1,-2,-3,5,5,2,4,3,-11,-2
Cc1ccc(NC(=O)C2CC2c2ccccc2)c([N+](=O)[O-])c1 (centres undefined),2,-7,9,-12,-1,2,0,-1,2,4
COC(=O)c1ccc(Cl)c(NC(=O)NC23CC4CC(CC(C4)C2)C3)c1,4,-4,6,-8,11,0,-2,-22,.,4
O=C(COC(=O)CNC(=O)C1CCCCC1)NCc1ccc(Cl)cc1,-5,4,-2,-3,-3,0,-3,2,5,0
COc1ccc(S(=O)(=O)NCc2ccccc2Cl)cc1OC,2,1,0,1,-11,1,1,-1,-7,1
CCc1ccc(NC(=O)CSc2nnc(Cn3c(=O)sc4ccccc43)n2C)cc1,2,-3,2,5,3,-10,2,-3,-3,-5
COC(=O)C1=C(C)N(Cc2ccc(C(F)(F)F)cc2)C(=NCc2ccc(OC)cc2)NC1c1cccc(Cl)c1 (centres undefined),-3,26,7,.,-8,0,-1,4,-8,1
COc1ccc(F)cc1S(=O)(=O)Nc1ccncc1,4,-1,1,1,14,-3,-1,-1,1,0
O=C(COC(=O)c1cccnc1Cl)NC1CCCCC1,12,2,0,1,-7,-1,3,1,2,-1
CC(C)(C)C1CCC(=NNC(=S)Nc2cccnc2)CC1 (centres undefined),0,2,-3,10,7,-6,0,3,-2,0
CN(Cc1ccc(C(C)(C)C)cc1)Cc1cccc2ccccc12,.,1,-1,.,-5,-6,0,6,-9,1
Nc1nc(-c2ccc([N+](=O)[O-])cc2)cs1,-7,-3,3,0,-10,-1,1,1,0,-2
Cc1ccc(C)c(NC(=O)Cn2cc(C(=O)C3CC3)c3ccccc32)c1,-9,-13,1,-18,1,5,-5,-5,3,6
Cc1cc(C)c2c(n1)sc1c(N3CCN(CCO)CC3)ncnc12,10,-9,-4,3,-7,-1,-2,6,-4,0
Cc1ccc(NS(=O)(=O)c2cc(Br)cnc2N)cc1C,6,-13,14,-3,0,-2,0,0,-3,-2
COc1ccc2c(c1)CCc1c(C(=O)NCC(C)C)noc1-2,-3,5,-11,-11,-15,5,-3,2,0,3
C/C(=N\NC(=O)COc1ccc2ccccc2c1)c1cccs1,4,-7,1,-21,16,1,-2,1,0,4
CC(=O)c1c(N(C)C)ccnc1C(F)(F)F,5,1,3,3,5,1,0,-2,0,-2
C[C@@H]1O[C@@H](OC[C@H]2O[C@@H](Oc3c(-c4ccc(O)c(O)c4)oc4cc(O)cc(O)c4c3=O)[C@H](O)[C@@H](O)[C@@H]2O)[C@H](O)[C@H](O)[C@H]1O,2,13,2,-7,-4,5,5,9,3,-2
COC(=O)c1cn(-c2nc3ccccc3s2)nn1,8,7,5,.,7,-1,0,2,2,4

# The list is partial, so the mix of outcomes need not match the whole.
